mIAP activ = mouse IAP activation | muIAP, CDP-Star luminescence, 30 min; stronger effect = higher value; 1 = vehicle-only enzyme signal, 0 = enzyme-free wells | AID 2805 | actives 0.24% (n = 330,000) | activation factor at 10 µM;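 active means activation factor of at least 2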; further: the source names both 10 and 20 µM as test concentration; values of inactives mirror those of a sister screen read the other way
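Assay system: mouse IAP enzyme; reagent: chemiluminescent substrate CDP-Star; dosing: test compounds delivered from DMSO solution; schedule: 30 min at room temperature; measured by: luminescence from enzymatic CDP-Star hydrolysis; controls: DMSO-only wells and no-enzyme negative control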
mIAP inh = mouse IAP inhibition. purified mouse IAP, CDP-Star luminescence, 30 min. actives 0.2% (n = 330,000). inhibition, % at 10 µM;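 active means inhibition of at least 40% at 10 µM in the primary screen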;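 further: plate controls were DMSO with enzyme for no effect and no enzyme wells for full effect; values of inactives mirror those of a sister screen read the other way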
ATG4B inh = blocks human ATG4B protease cleavage of LC3 substrate; actives 0.51% (n = 340,000); inhibition, % at 8.33 µM; ATG4B cleavage of LC3-PLA2, NBD-HPC fluorescence, 1 h; Q9Y4P1; in the data active means inhibition above about 40%
Target sequence (Q9Y4P1 whole entry, looked up): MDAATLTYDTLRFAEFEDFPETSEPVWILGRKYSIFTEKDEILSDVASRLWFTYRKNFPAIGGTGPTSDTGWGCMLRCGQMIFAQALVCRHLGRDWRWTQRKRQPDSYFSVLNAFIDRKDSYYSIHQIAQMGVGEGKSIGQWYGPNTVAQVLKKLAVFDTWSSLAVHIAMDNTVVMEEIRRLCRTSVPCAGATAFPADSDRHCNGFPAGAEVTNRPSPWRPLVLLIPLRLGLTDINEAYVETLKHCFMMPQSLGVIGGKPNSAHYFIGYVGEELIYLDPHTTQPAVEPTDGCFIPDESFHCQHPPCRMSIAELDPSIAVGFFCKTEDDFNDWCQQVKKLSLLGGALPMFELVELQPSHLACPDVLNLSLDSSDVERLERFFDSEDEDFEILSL
tim10-1 inh = tim10-1 yeast growth inhibition | S. cerevisiae tim10-1 ts strain growth, BacTiter-Glo, 24 h | inhibition, % at 20 µM | actives 2.2% (n = 330,000);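 active means inhibition of at least 40%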;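 further: mutant grown at 25 °C; 0% = DMSO wells with yeast and 100% = wells holding no yeast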
NLRP3 yeast inh = inhibitors of NALP3 inflammasome in yeast; Yeast reconstituted NLRP3/ASC/caspase-1, beta-gal luminescence, 24 h; inhibition, % at 10 µM; actives 0.39% (n = 330,000); AID 2825;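 active means inhibition of 50% or more; inactive means inhibition below 50%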;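 further: plate controls were induced DMSO wells for no effect and uninduced yeast grown without galactose for full effect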
Apaf1 inhib = blocks human Apaf-1 apoptosome activity | O14727 | reconstituted apoptosome caspase-3 activity, DEVD-Rh110 fluorescence | inhibition, % at 20 µM | actives 0.71% (n = 330,000); active means inhibition of at least 40% at 20 µM;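 further: plate controls were DMSO wells for no effect and DEVD-CHO caspase inhibitor wells for full effect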
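System – cell-free apoptosome with Apaf-1, procaspase-3 and caspase-9 · Buffer or medium – pH 7.5 Hepes buffer with CHAPS, BSA, DTT · Also added – cytochrome c with DEVD-Rh110 · Times – 30 min compound preincubation, 50 min activation, room temperature · Technique – Rh110 fluorescence intensity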
hIAP inh = human IAP inhibition | AID 2544 | actives 0.12% (n = 330,000) | P09923 | purified IAP, CDP-Star luminescence, 30 min | inhibition, % at 10 µM;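 active means inhibition reaching a set limit with compound at 10 µM in the primary screen, cut at about 35% in these data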;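 further: plate controls were DMSO wells with enzyme for no effect and no-enzyme buffer wells for full effect; values of inactives mirror those of a sister screen read the other way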
Target sequence (P09923 whole entry, looked up): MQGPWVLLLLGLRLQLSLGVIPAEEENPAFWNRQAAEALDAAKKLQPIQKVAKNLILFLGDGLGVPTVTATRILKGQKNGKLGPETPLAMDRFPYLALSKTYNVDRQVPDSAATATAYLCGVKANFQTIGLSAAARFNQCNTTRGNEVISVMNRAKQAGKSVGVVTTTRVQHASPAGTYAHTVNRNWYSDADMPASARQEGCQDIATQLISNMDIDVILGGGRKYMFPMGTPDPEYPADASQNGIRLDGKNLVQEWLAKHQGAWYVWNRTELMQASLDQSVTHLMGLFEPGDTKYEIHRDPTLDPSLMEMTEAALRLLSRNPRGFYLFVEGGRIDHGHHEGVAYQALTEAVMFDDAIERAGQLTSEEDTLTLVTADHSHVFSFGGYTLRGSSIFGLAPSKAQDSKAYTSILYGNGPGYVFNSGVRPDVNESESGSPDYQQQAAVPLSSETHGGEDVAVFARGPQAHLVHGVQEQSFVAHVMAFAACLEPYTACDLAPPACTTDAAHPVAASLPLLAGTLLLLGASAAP
TIM10 inh = growth inhibitors of TIM10 yeast strain; actives 1.4% (n = 330,000); inhibition, % at 10 µM; AID 463195; S. cerevisiae TIM10 strain growth, BacTiter-Glo luminescence, 24 h;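 active means inhibition of 40% or more at the single tested concentration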;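 further: wild-type TIM10 isogenic control strain grown at permissive 25 °C; 0% = DMSO yeast wells and 100% = minimal medium wells without yeast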
hIAP activ = human IAP activation | activation factor at 10 µM | P09923 | purified human IAP, CDP-Star luminescence, 30 min; stronger effect = higher value; 1 = vehicle-only enzyme, 0 = enzyme-free background | actives 0.16% (n = 330,000);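 active means activation factor of the enzyme at least 2-fold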; further: the source names both 10 and 20 µM as test concentration; values of inactives mirror those of a sister screen read the other way
* marks the source's active call; other numbers are inactive results. Rows were taken by chance; any-hit rate near 4.5%.

SMILES | mIAP activ | mIAP inh | ATG4B inh | tim10-1 inh | NLRP3 yeast inh | Apaf1 inhib | hIAP inh | TIM10 inh | hIAP activ
CCC(=O)c1ccc(OCC(=O)N(C)CC(=O)Nc2cccc(F)c2)cc1 | 0.93 | 7 | -10 | -5 | 7 | 3 | 5 | 2 | 0.95
COc1ccc(CC(=O)N(C)Cc2ccc(C(C)(C)C)cc2)cc1S(=O)(=O)N1CCOCC1 | 0.91 | 9 | -1 | 11 | 1 | 19 | -8 | 12 | 1.1
COc1ccc(NC(=O)COc2ccc(/C=N/NC(=O)c3cccnc3)cc2OC)cc1 | 0.95 | 5 | -11 | 1 | 15 | 4 | 9 | 8 | 0.91
O=C(CC1NCCNC1=O)Nc1cc(Cl)cc(Cl)c1 (centres undefined) | 0.91 | 9 | 1 | 2 | 1 | 7 | -1 | -8 | 1
Cc1nn(Cc2nnc(SCC(=O)Nc3ccc(Cl)cc3)n2C)c(C)c1[N+](=O)[O-] | 0.99 | 1 | 9 | -12 | 5 | -14 | -1 | 5 | 1
CN(C)/C=C(/C#N)C(=O)c1cccc(Oc2ccc(C(C)(C)C)cc2)c1 | 0.92 | 8 | 31 | 37 | 6 | 12 | 13 | 22 | 0.87
CCOc1ccc(S(=O)(=O)N(CC)CC(=O)N2CCCC2)cc1C | 0.92 | 8 | -7 | 9 | 36 | 5 | -20 | -10 | 1.2
COc1ccc(N(CC(=O)N/N=C(\C)c2ccc(C)cc2)S(=O)(=O)c2ccccc2)cc1 | 1 | -1 | -10 | -14 | 8 | 11 | -9 | -28 | 1.1
CCOc1ccc(NC(=O)c2ccc(-n3cccn3)nc2)cc1 | 0.89 | 12 | -3 | -20 | 11 | -7 | -7 | 0 | 1.1
Cc1cc(=O)n2[nH]c(-c3ccc(Cl)cc3)cc2n1 | 1 | -2 | -9 | -22 | 6 | 1 | -16 | -13 | 1.2
N#CC1=C(N)Oc2cc(O)ccc2C1C1CCCCC1 (centres undefined) | 1.1 | -10 | -11 | 21 | 26 | 18 | -3 | 8 | 1
COc1cccc(CN2CCC(Oc3ccc(C(=O)N4CCCCC4)cc3)CC2)c1O | 0.91 | 9 | 12 | 5 | 18 | 10 | 8 | 11 | 0.92
Cc1ccc(S(=O)(=O)CC(C)N2CCN(C3CCCCC3)CC2)cc1 (centres undefined) | 0.93 | 7 | -2 | 4 | 18 | -9 | 5 | -7 | 0.95
COc1cccc(C2C(C#N)=C(N)Oc3cc(C)n(Cc4ccccn4)c(=O)c32)c1OC (centres undefined) | 1 | -4 | 3 | 12 | 7 | -7 | 9 | 13 | 0.91
OCCC1CN(Cc2nc3ccccc3s2)CCN1CCc1ccccc1 (centres undefined) | 1 | 0 | -2 | 1 | 15 | -8 | 10 | 4 | 0.9
CC(=O)c1cccc(NC(=O)C(C)OC(=O)C2=NNC(=O)CC2)c1 (centres undefined) | 0.9 | 10 | 17 | 8 | 10 | -9 | 19 | 0 | 0.81
N=C(c1cccc([N+](=O)[O-])c1)N1CCCCC1 | 1 | -2 | 5 | -3 | -7 | -3 | -5 | 2 | 1.1
CC1CN(CC(O)COC(c2ccc(Cl)cc2)c2ccc(Cl)cc2)CC(C)O1 (centres undefined) | 0.99 | 1 | -14 | 32 | 9 | 9 | 6 | 46* | 0.94
CC1CCCC(NC(=O)COC(=O)CN2C(=O)C3CCCCC3C2=O)C1C (centres undefined) | 0.97 | 3 | 2 | 16 | 11 | -11 | 4 | -12 | 0.96
CCOC(=O)c1c(-c2ccccc2)oc2ccc(OC)cc12 | 1 | -1 | 6 | 2 | 24 | 14 | -7 | -7 | 1.1
Cc1sc2nc(CSC(C)C(=O)N(C)CC(=O)Nc3ccccc3C(F)(F)F)[nH]c(=O)c2c1C (centres undefined) | 1 | -1 | -2 | 11 | 18 | 7 | -2 | -6 | 1
CSCC[C@@H](C(=O)NCCCCCCCCCCC(=O)N1CCN(C(=O)OC(C)(C)C)CC1)n1cc(CCO)nn1 | 1.1 | -14 | -2 | -7 | 9 | 10 | 8 | 6 | 0.92
Cc1cccc(N2CCN(C(=O)NCc3ccc(F)cc3)CC2)c1C | 1.1 | -11 | 33 | 6 | 28 | 25 | -15 | -5 | 1.1
O=c1[nH]c(N2CCCCC2)nc2c1CCCC2 | 1.1 | -5 | -6 | 8 | 1 | 6 | -2 | 4 | 1
CNC(=O)CSc1nc2nn(-c3ccccc3)c(=O)c-2c2n1CCCCC2 | 1 | -5 | 3 | 0 | 5 | 0 | -1 | 6 | 1
(list continues)
SMILES | mIAP activ | mIAP inh | ATG4B inh | tim10-1 inh | NLRP3 yeast inh | Apaf1 inhib | hIAP inh | TIM10 inh | hIAP activ
CN(C(=O)Nc1ccccc1)C1CCCc2ccccc21 (centres undefined) | 0.9 | 10 | 4 | 1 | 1 | 1 | 8 | 15 | 0.92
COc1ccc(/C=C(\C#N)C(=O)OCCNC(=O)c2ccncc2)cc1 | 1 | -3 | -5 | 4 | -7 | 2 | 11 | -30 | 0.89
Cc1ccc(C)c(NC(=O)C2CCN(S(=O)(=O)c3ccc4c(c3)NC(=O)CO4)CC2)c1 | 1.1 | -10 | -4 | 5 | 10 | 0 | -32 | 0 | 1.3
COC(=O)C1=C(C)N(c2ccc(F)cc2)/C(=C/c2ccc(O)cc2)C1=O | 0.87 | 13 | -4 | -2 | 5 | 9 | 23 | -5 | 0.77
CC[C@H](C)[C@@H](CNC)NC[C@@H](Cc1ccc(O)cc1)NCC(C)(C)C | 0.94 | 6 | 3 | -1 | 2 | -5 | -3 | 7 | 1
CN(c1ccccc1)S(=O)(=O)c1ccc(C(=O)N2CCCC2)cc1 | 0.99 | 1 | -9 | -5 | 22 | -5 | -6 | -11 | 1.1
c1ccc(C(c2ccccc2)N2CCN(Cc3nnnn3C3CCCC3)CC2)cc1 | 1.1 | -5 | -3 | -3 | 20 | 22 | -20 | -15 | 1.2
Cc1nn(C)c(C)c1CN(C)C(=O)c1cnn2c1NC(c1ccccc1)CC2C(F)(F)F (centres undefined) | 1.1 | -6 | -6 | 22 | 14 | -7 | 0 | 26 | 1
CC(=O)Oc1ccc(C(=O)Nc2ccccc2C(=O)NCC(C)C)cc1 | 1 | -1 | -3 | 32 | 3 | 4 | 4 | -5 | 0.96
COC(=O)c1cc(NC(=S)N2CCN(c3ccccn3)CC2)cc(C(=O)OC)c1 | 1 | -4 | -2 | 9 | 8 | -2 | 6 | 21 | 0.94
C/C(=N\NC(=O)CNC(=O)c1cccc(F)c1)c1ccc2ccccc2c1 | 0.94 | 6 | 1 | -9 | 1 | 10 | 16 | -4 | 0.84
O=c1cc(C(F)(F)F)nc(-c2cccnc2)[nH]1 | 1 | -1 | 0 | 6 | 5 | -16 | 8 | -2 | 0.92
C=CCSC1=N/C(=C\C=C\c2ccco2)C(=O)S1 | 0.47 | 53* | 25 | -7 | -7 | 30 | -2 | 13 | 1
Cc1ccc(S(=O)(=O)NC(=O)c2ccc(Br)o2)cc1 | 1.1 | -14 | -12 | -20 | 17 | 8 | -11 | -2 | 1.1
CC1Cc2ccccc2N1C(=O)CSc1nnc(C2CC2)n1C (centres undefined) | 1 | 0 | 5 | -3 | 10 | -4 | 5 | 7 | 0.95
Cc1ccc(NC(=O)C2CCCN2C(=O)NCc2ccccc2)cc1 (centres undefined) | 0.96 | 4 | 0 | 8 | 3 | -4 | -6 | 4 | 1.1
Cc1cc(NC(=O)c2cc(-c3cccs3)on2)no1 | 0.97 | 3 | 0 | 3 | 44 | -20 | 17 | 14 | 0.83
Cc1cc(C(=O)CSc2nnc(-c3ccccc3)n2-c2ccccc2)c(C)n1-c1ncn[nH]1 | 0.98 | 2 | -9 | 24 | 7 | 15 | 0 | 26 | 1
FC(F)(F)c1cc(-c2ccco2)nc(NCc2cccnc2)n1 | 0.99 | 1 | 7 | 15 | 53* | 14 | 11 | 9 | 0.89
COC(=O)C1=C(C(=O)OC)[C@@H]2N(C)c3ccccc3[C@@]23C[C@@H](C(=O)OC)N(C(=O)c2ccc(Br)cc2)C3=N1 | 1.1 | -10 | 2 | 19 | 4 | 17 | -11 | 10 | 1.1
Cc1ccc2sc(NC(=O)C3CC3)nc2c1C | 1.1 | -6 | -10 | 46* | 27 | 12 | -21 | 31 | 1.2
COc1cccc(C(=O)Nc2sc3c(c2C(=O)O)CCCC3)c1 | 0.94 | 6 | 9 | 21 | -10 | 3 | -18 | 20 | 1.2
COc1cccc2sc(/N=C/N(C)C)nc12 | 1.1 | -6 | -4 | 13 | 14 | -19 | -8 | -14 | 1.1
CN(C(=O)COc1ccccc1)c1nnc(-c2ccncc2)s1 | 1 | -1 | 2 | 6 | 2 | -7 | -8 | 14 | 1.1
Cc1cc(C)n2nc(C(=O)OCC(=O)NCc3ccc(Cl)cc3)nc2n1 | 1.1 | -7 | 1 | -6 | 0 | 2 | -2 | -2 | 1
Further compounds.
SMILES | mIAP activ | mIAP inh | ATG4B inh | tim10-1 inh | NLRP3 yeast inh | Apaf1 inhib | hIAP inh | TIM10 inh | hIAP activ
CC(C)c1nc2cc(C(=O)N3CCNC(=O)C3c3ccc(F)cc3)ccc2o1 (centres undefined) | 0.98 | 2 | -8 | 8 | 6 | -10 | -13 | -4 | 1.1
O=C(c1ccco1)N1CCN(c2c([N+](=O)[O-])nn(-c3cccc(Cl)c3)[n+]2[O-])CC1 | 0.88 | 12 | -8 | 15 | -10 | -3 | -1 | 34 | 1
O=C(c1ccco1)N1CCN(C(=O)C(Sc2ccccc2)c2ccccc2)CC1 (centres undefined) | 1.1 | -5 | 2 | 6 | -14 | 13 | -8 | 7 | 1.1
O=C(CSc1nnc(CNc2ccc(Cl)cc2)o1)Nc1nc2ccccc2s1 | 0.98 | 2 | -6 | 4 | 9 | 1 | 0 | -52 | 1
O=C(NC(=S)Nc1ccc(F)c(Cl)c1)C1CC1 | 0.93 | 7 | 0 | 29 | 27 | 2 | 4 | 7 | 0.96
COc1ccccc1NC(=O)c1ccc(S(=O)(=O)N2CCCC2)cc1 | 0.94 | 6 | -8 | 16 | 5 | -3 | 12 | 0 | 0.88
Cc1cc(C)nc(/N=C(\N)Nc2ccc(OCCC(C)C)cc2)n1 | 1.3 | -27 | -2 | -88 | -2 | 26 | -63 | -10 | 1.6
O=C(c1cnc2n(c1=O)CCS2)N(C1CCCCC1)C1CCCCC1 | 0.99 | 1 | 6 | 21 | 3 | 16 | 7 | 3 | 0.93
Cc1ccc(CN2CCN(Cc3ccc(-n4cccn4)cc3)CC2CCO)cc1 (centres undefined) | 0.99 | 1 | 0 | 11 | 6 | 7 | 4 | -5 | 0.96
O=C(Nc1ccccc1)NC1(C(=O)NCc2ccc3c(c2)OCO3)CCCCC1 | 1.9 | -88 | -2 | 10 | -6 | 4 | 19 | -1 | 0.81
O=C(O)CCN1C(=O)c2ccc(Oc3ccc([N+](=O)[O-])cc3)cc2C1=O | 1 | -1 | 5 | 1 | 11 | -8 | -1 | -4 | 1

Entries of single compounds, looked up by structure.
CC(C)c1nc2cc(C(=O)N3CCNC(=O)C3c3ccc(F)cc3)ccc2o1 (centres undefined) across the screens: mIAP activ: 0.98; mIAP inh: 2; ATG4B inh: -8; tim10-1 inh: 8; NLRP3 yeast inh: 6; Apaf1 inhib: -10; hIAP inh: -13; TIM10 inh: -4; hIAP activ: 1.1
Cc1cc(C)nc(/N=C(\N)Nc2ccc(OCCC(C)C)cc2)n1 across the screens: mIAP activ: 1.3; mIAP inh: -27; ATG4B inh: -2; tim10-1 inh: -88; NLRP3 yeast inh: -2; Apaf1 inhib: 26; hIAP inh: -63; TIM10 inh: -10; hIAP activ: 1.6

Screening data (PubChem)
